Bioassay records (PubChem)
PAFAH1B2 inh: blocks human PAF acetylhydrolase 1b catalytic subunit 2. inhibition, % at 3.39 µM. 340,000 compounds, 1.2% hits. AID 492953. recombinant PAFAH1B2, FP-rhodamine activity probe, fluorescence polarization. P68402;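 active = inhibition above the mean of all tested compounds plus 3 SD, cut at about 24% in these data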;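 note: 0% = enzyme with DMSO and 100% = wells lacking PAFAH1B2; many of its hits are not listed in these tables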
LYPLA1 inh: counter-screen for PME1 inhibitors: inhibitors of human LYPLA1; O75608; recombinant LYPLA1, FP-Rh probe fluorescence polarization; inhibition, % at 5.9 µM; 320,000 compounds, 0.16% hits; AID 2174;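 active = inhibition above the mean of all tested compounds plus 3 SD, set per campaign, cut at about 14% in these data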;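 note: inhibitors block serine hydrolase probe labeling of LYPLA1 so polarization falls; 0% = enzyme with DMSO and 100% = wells lacking LYPLA1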
PAFAH2 inh: PAFAH2 (human) inhibition; Q99487; recombinant PAFAH2, FP-rhodamine activity probe, fluorescence polarization; inhibition, % at 3.39 µM; 340,000 compounds, 0.99% hits; AID 492956;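 active = inhibition above the mean over all tested compounds plus 3 SD, cut at about 30% in these data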;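 note: inhibitors block probe labeling of enzyme so polarization drops; 0% = enzyme with DMSO and 100% = wells lacking PAFAH2 protein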
PAD4 FP inh: inhibitors of human PAD4; Q9UM07; recombinant PAD4, RCA probe fluorescence polarization; 330,000 compounds, 0.41% hits; inhibition, % at 6.36 µM; AID 485272;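 active = percent inhibition above a cutoff equal to the mean of all tested compounds plus 3 SD, cut at about 15% in these data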;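 note: 0% = PAD4 with RCA probe and DMSO and 100% = probe without PAD4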
Target sequence (Q9UM07 whole entry, looked up): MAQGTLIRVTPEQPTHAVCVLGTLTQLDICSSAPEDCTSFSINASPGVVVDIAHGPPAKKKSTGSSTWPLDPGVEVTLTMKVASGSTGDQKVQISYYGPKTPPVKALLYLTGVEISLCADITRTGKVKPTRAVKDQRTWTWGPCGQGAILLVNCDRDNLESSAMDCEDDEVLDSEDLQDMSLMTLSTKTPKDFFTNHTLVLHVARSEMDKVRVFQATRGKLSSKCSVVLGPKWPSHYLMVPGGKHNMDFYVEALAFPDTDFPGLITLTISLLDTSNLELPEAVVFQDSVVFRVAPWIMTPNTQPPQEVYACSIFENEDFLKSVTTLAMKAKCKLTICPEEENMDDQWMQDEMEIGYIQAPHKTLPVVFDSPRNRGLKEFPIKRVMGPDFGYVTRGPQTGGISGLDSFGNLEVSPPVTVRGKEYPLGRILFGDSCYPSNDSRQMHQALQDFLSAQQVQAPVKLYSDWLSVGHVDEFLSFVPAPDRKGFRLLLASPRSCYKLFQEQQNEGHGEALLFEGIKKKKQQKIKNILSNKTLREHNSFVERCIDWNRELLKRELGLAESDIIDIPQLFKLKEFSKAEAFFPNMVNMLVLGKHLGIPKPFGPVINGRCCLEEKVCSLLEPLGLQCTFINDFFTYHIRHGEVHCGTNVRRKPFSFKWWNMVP
Fam108B counter: blocks mouse Fam108B hydrolase in RBBP9 counter-screen; recombinant Fam108B, FP-Rh probe fluorescence polarization; inhibition, % at 9.51 µM; 300,000 compounds, 0.33% hits;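 active = inhibition above the screen mean inhibition plus 3 SD, computed separately per campaign, cut at about 18% in these data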;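 note: inhibitors lower polarization as less probe binds the enzyme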
pPAFAH inh: pPAFAH (human) enzyme inhibition | inhibition, % at 3.39 µM | Q13093 | recombinant pPAFAH, FP-rhodamine probe fluorescence polarization | 330,000 compounds, 1.5% hits;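 active = inhibition above the mean inhibition across the screen plus 3 SD, cut at about 25% in these data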;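 note: inhibitors block binding of the rhodamine activity-based probe so polarization drops; 0% = enzyme with DMSO and 100% = wells lacking pPAFAH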
PME-1 primary: blocks human protein phosphatase methylesterase 1 | inhibition, % at 5.9 µM | recombinant PME-1, FP-Rh probe fluorescence polarization | Q9Y570 | AID 2130 | 320,000 compounds, 0.53% hits;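 active = inhibition above the campaign mean of all compounds plus 3 SD, cut at about 26% in these data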;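 note: competitive labeling of PME-1 active site by serine hydrolase directed probe; 0% = PME-1 with DMSO and 100% = wells lacking PME-1 enzyme; inhibitors block probe labeling so polarization falls and inhibition rises; many of its hits are not listed in these tables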
GSTO1 inh: blocks human GSTO1 in RBBP9 counter-screen | recombinant GSTO1, activity-based probe fluorescence polarization | P78417 | AID 1974 | 300,000 compounds, 1.1% hits | inhibition, % at 5.96 µM;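 active = inhibition above the campaign mean inhibition plus 3 SD, cut at about 35% in these data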;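 note: 0% = GSTO1-1 with DMSO and 100% = wells lacking GSTO1-1 enzyme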
Target sequence (P78417 whole entry, looked up): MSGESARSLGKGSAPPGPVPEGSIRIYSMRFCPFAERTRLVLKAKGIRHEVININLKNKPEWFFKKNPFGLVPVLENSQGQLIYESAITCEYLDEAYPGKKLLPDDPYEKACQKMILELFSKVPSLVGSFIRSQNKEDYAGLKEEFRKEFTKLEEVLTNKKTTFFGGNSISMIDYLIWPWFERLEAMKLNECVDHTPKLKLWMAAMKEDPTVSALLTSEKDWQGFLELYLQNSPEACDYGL
PAFAH1B3 inh: blocks human PAF acetylhydrolase 1B catalytic subunit 3; AID 492972; recombinant PAFAH1B3, FP-rhodamine probe, fluorescence polarization; 340,000 compounds, 0.28% hits; inhibition, % at 3.39 µM;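 active = inhibition above the screen-wide average of all tested compounds plus 3 SD, cut at about 25% in these data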;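 note: 0% = enzyme with DMSO only and 100% = wells lacking PAFAH1B3 protein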
* = called active by the depositor; nt = not tested or not shown; & = joins results of further samples. Some of the compounds tested; count on the stated rates, not on these rows.

SMILES	PAFAH1B2 inh	LYPLA1 inh	PAFAH2 inh	PAD4 FP inh	Fam108B counter	pPAFAH inh	PME-1 primary	GSTO1 inh	PAFAH1B3 inh
COc1cccc(-n2c(SC)nnc2-c2c[nH]c3ccccc23)c1	-1	1	1	0	-1	9	7	-1	2
CCN(CC)C(=O)Cn1cc(S(=O)(=O)CC(=O)NCc2ccccc2)c2ccccc21	9	-1	2	-3	3	-1	3	-1	5
O=C(Nc1ccccc1)c1cccc2c(Br)cccc12	6	2	-3	-5	3	-9	3	7	-6
CC(C)=CCC/C(C)=C/CNC(=O)C[C@H]1C[C@H](C(=O)N2CCCCC2)[C@@]2(C)c3[nH]c4cc(-c5ccco5)ccc4c3CCN2C1=O	1	nt	8	2	nt	41*	nt	nt	5
Cc1ccc2cc(CN(CCN(C)C)C(=O)Nc3ccc(Cl)cc3)c(=O)[nH]c2c1	0	-2	2	6	-2	-3	-44	16	13
Cc1ccc(/C=C/c2onc(C)c2S(=O)(=O)N2CCC(C(=O)N3CCCCC3)CC2)cc1	-3	-5	-8	-2	-8	3	-1	-2	-12
CCCCn1c(N)c(N(CCOC)C(=O)c2ccc(Br)o2)c(=O)[nH]c1=O	2	2	-2	-6	-1	0	3	3	2
O=C(CC1C[C@H](C(=O)N2CCOCC2)[C@@]2(CCC3CCCC3)c3[nH]c4ccccc4c3CCN2C1=O)NCc1ccco1 (some centres undefined)	4	nt	1	0	nt	2	nt	nt	9
COc1cc(/C=N/N=C2/SCC(=O)N2c2ccc(O)cc2)ccc1O	6	-4	-2	0	-3	-2	0	-12	0
CC1CCCN(S(=O)(=O)c2ccc(NC(=O)C3CCN(C(=O)c4ccco4)CC3)cc2)C1 (centres undefined)	6	8	-1	1	1	2	-2	-5	4
CC(=O)c1cccc(NC(=S)N2CCc3ccccc32)c1	-1	-7	-9	-4	-1	-3	0	-2	0
CNS(=O)(=O)c1ccc2c(c1)C(=O)c1cc(S(=O)(=O)NC)ccc1CC2	-1	nt	4	-2	nt	-2	nt	nt	-2
O=C(c1cccc(F)c1)n1nnc2ccccc21	3	-1	-7	-4	0	-4	5	-2	-2
COc1cc(NC(=O)C2CCCC2)c(OC)cc1Cl	-3	1	0	-1	2	2	2	1	2
Cc1ccsc1/C=C1/SC(N2CC(C)OC(C)C2)=NC1=O (centres undefined)	-2	2	4	1	-1	4	-6	-5	0

Single records, from the list above.
Shown for `COc1cccc(-n2c(SC)nnc2-c2c[nH]c3ccccc23)c1` : PAFAH1B2 inh = -1; LYPLA1 inh = 1; PAFAH2 inh = 1; PAD4 FP inh = 0; Fam108B counter = -1; pPAFAH inh = 9; PME-1 primary = 7; GSTO1 inh = -1; PAFAH1B3 inh = 2
Shown for `CCN(CC)C(=O)Cn1cc(S(=O)(=O)CC(=O)NCc2ccccc2)c2ccccc21` : PAFAH1B2 inh = 9; LYPLA1 inh = -1; PAFAH2 inh = 2; PAD4 FP inh = -3; Fam108B counter = 3; pPAFAH inh = -1; PME-1 primary = 3; GSTO1 inh = -1; PAFAH1B3 inh = 5

Going on with the list.
SMILES	PAFAH1B2 inh	LYPLA1 inh	PAFAH2 inh	PAD4 FP inh	Fam108B counter	pPAFAH inh	PME-1 primary	GSTO1 inh	PAFAH1B3 inh
COc1cc2oc(-c3ccc(O)cc3)cc(=O)c2c(O)c1OC	9	-2	6	-6	-7	2	-1	-1	9
COc1cc(NC(=O)c2ccccc2)c(OC)cc1NC(=O)CN1CCOCC1	4	1	-2	-1	4	4	2	2	3
Cn1c(=O)c2c(ncn2Cc2ccc(Cl)cc2)n(C)c1=O	1	0	0	2	3	0	2	3	0
CC(C)NC(=O)CSc1nccc(-c2cccs2)n1	4	3	14	2	8	0	0	0	6
O=C(CNC(=O)c1cccs1)c1ccc(F)cc1	1	1	2	1	0	0	4	3	14
CCN(CC)c1ccc(NC(=O)COC(=O)c2ccc3ccccc3n2)cc1	-5	-1	-4	1	2	26*	6	7	7
CCN(c1ccc(OC)cc1)S(=O)(=O)c1ccc(-c2cc(C)no2)s1	1	-6	0	0	-1	7	1	-2	10
CC1CC(C)CN(c2ccc([N+](=O)[O-])nc2)C1 (centres undefined)	4	-1	2	4	5	0	6	-11	5
CC(O)c1nc2ccccc2n1Cc1ccc([N+](=O)[O-])cc1 (centres undefined)	2	1	-1	-2	2	1	0	-4	8
CCOc1ccc(OCCC(=O)OCC(=O)Nc2cc(OCC)c(N3CCOCC3)cc2OCC)cc1	7	2	3	2	-2	5	2	-7	2
CCn1c(-c2cccnc2Cl)nc2ccccc21	2	-2	-6	-4	1	-7	-6	-4	4
CCN1CCCc2cc(CN(CCN3CCOCC3)C(=S)Nc3ccc(OC)cc3)ccc21	1	1	-4	-2	0	11	5	7	7
CCOc1ccccc1CN1C(=O)NC(C)(c2ccccc2)C1=O (centres undefined)	-2	-1	-1	2	-3	0	3	4	4
COc1ccccc1C(=O)O/N=C(\N)c1ccc(Cl)cc1	5	-2	-2	2	2	4	-5	-6	1
Cc1ccc(S(=O)(=O)N(Cc2ccccc2Cl)C(=O)N2CCN(C)CC2)cc1	5	-3	8	-3	4	-6	3	6	0
CCn1c(CC(=O)Nc2cccc(Cl)c2Cl)nnc1SCCOc1ccc(OC)cc1	4	-9	2	-2	-1	4	-6	-2	3
Cc1cc(C)c(S(=O)(=O)N2CCCOC2CNC(=O)C(=O)NCc2ccco2)c(C)c1 (centres undefined)	4	2	7	-6	3	1	0	4	-3
O=C1CC(c2ccccc2)CC(O)=C1C=Nc1ccccc1Cl (centres undefined)	-4	-1	-3	4	5	3	-1	9	7
COc1ccc(CN2CCOC2=O)cc1OC	4	2	4	1	0	-2	-1	9	2
O=C(NCCCO)c1cc2ccccc2[nH]1	2	2	-10	1	-1	2	0	6	9
O=S(=O)(c1ccccc1)N1CCN(C(=S)NCCc2ccccc2)CC1	13	-1	-1	-3	-1	4	14	-5	7
Cc1cc(NC(=O)CCC(=O)N(CC(=O)NC2CCCC2)c2ccc(Cl)c(Cl)c2)no1	-2	-6	8	5	1	3	-1	-3	3
CN(C)C(CNC(=O)c1cc(Br)ccc1Cl)c1ccco1 (centres undefined)	4	1	-2	0	4	4	0	5	4
NS(=O)(=O)c1ccc(NC(=O)CSc2ncn[nH]2)cc1	3	-1	0	-3	7	2	-1	7	3
CC(C)CCC(C(=O)O)C(C)CC(=O)NNC(=O)c1ccco1 (centres undefined)	-4&0	1&4	1&3	-4&1	-2&2	-1&2	-1&1	0&3	4&8
O=C(O)Cn1c(SCc2cccc3ccccc23)nc2ccccc21	11	2	1	1	2	-3	5	-6	12
CCCCNC(=O)c1c(O)c2cccc3c2n(c1=O)CCC3	3	-2	2	-2	1	-1	1	12	5
COc1ccc2c(c1O)C(=O)c1ccccc1C2=O	nt	3	nt	11	2	9	-1	0	nt
Cc1[nH]c(=O)[nH]c(=O)c1S(=O)(=O)N1CCC(C(=O)NC(C)c2ccccc2)CC1 (centres undefined)	9	1	9	1	3	-3	6	4	6
Oc1ccccc1N=Cc1c(O)ccc2oc3c(c12)CCCC3	4	-4	14	6	0	17	-3	32	7

pPAFAH inh, entries above that show a hit.
SMILES | PAFAH1B2 inh | PAFAH2 inh | PAD4 FP inh | pPAFAH inh | PME-1 primary | PAFAH1B3 inh
CC(C)=CCC/C(C)=C/CNC(=O)C[C@H]1C[C@H](C(=O)N2CCCCC2)[C@@]2(C)c3[nH]c4cc(-c5ccco5)ccc4c3CCN2C1=O | 1 | 8 | 2 | 41* | nt | 5
CCN(CC)c1ccc(NC(=O)COC(=O)c2ccc3ccccc3n2)cc1 | -5 | -4 | 1 | 26* | 6 | 7

Back to the main list with the 5 entries that preceded the break.
SMILES	PAFAH1B2 inh	LYPLA1 inh	PAFAH2 inh	PAD4 FP inh	Fam108B counter	pPAFAH inh	PME-1 primary	GSTO1 inh	PAFAH1B3 inh
O=C(O)Cn1c(SCc2cccc3ccccc23)nc2ccccc21	11	2	1	1	2	-3	5	-6	12
CCCCNC(=O)c1c(O)c2cccc3c2n(c1=O)CCC3	3	-2	2	-2	1	-1	1	12	5
COc1ccc2c(c1O)C(=O)c1ccccc1C2=O	nt	3	nt	11	2	9	-1	0	nt
Cc1[nH]c(=O)[nH]c(=O)c1S(=O)(=O)N1CCC(C(=O)NC(C)c2ccccc2)CC1 (centres undefined)	9	1	9	1	3	-3	6	4	6
Oc1ccccc1N=Cc1c(O)ccc2oc3c(c12)CCCC3	4	-4	14	6	0	17	-3	32	7
C=C(C)Cn1c(CCNC(=O)C(C)(C)C)nc2ccccc21	7	2	2	-6	2	2	-3	3	14
C/C(=N/O)c1ccccn1	2	0	6	0	0	-1	0	11	8
C[C@@H]1C[C@H]2[C@@H]3C[C@H](F)C4=CC(=O)C=C[C@]4(C)[C@@]3(Cl)[C@@H](O)C[C@]2(C)[C@H]1C(=O)COC(=O)C(C)(C)C	0	-2	-2	1	0	-5	-5	1	7
COC(=O)c1ccc(COc2cc(C)ccc2C)o1	1	-2	2	2	3	5	-3	1	2
CCc1ccc(OCC(=O)OCC(=O)NCCNC(=O)COC(=O)COc2ccc(CC)cc2)cc1	2	2	-1	-8	-3	7	4	3	6
COc1ccc(NC(=O)C2CC2)cc1-n1cnnn1	2	2	5	-1	1	3	1	0	7
C/C=C(\C)C(=O)Nc1cccc(C2=NOC3(C2)C[C@@H](C(N)=O)N(C(=O)c2cc([N+](=O)[O-])cc([N+](=O)[O-])c2C)C3)c1 (some centres undefined)	0	-1	-6	5	6	3	-2	8	9
Cc1noc(NS(=O)(=O)c2ccc(NC(=O)C34CCC(CC3)C4)cc2)c1C	5	2	-1	-5	-1	5	-5	2	5
CCOC(=O)C1=CN(Cc2ccco2)S(=O)(=O)N(C)C1c1cccc(OC)c1 (centres undefined)	3	nt	-1	-2	nt	4	nt	nt	0
N#C/C(=C\c1ccc(O)c(O)c1)C(=O)c1ccc(O)c(O)c1	54*	0	79*	0	2	93*	-3	34	38*
COc1ccc(C2=NOC(C(=O)Nc3cccnc3)C2)cc1OC (centres undefined)	0	4	5	6	2	10	-1	3	7
O=C(CSc1n[nH]c(=O)n1Cc1ccccc1)Nc1ccc(F)c(F)c1F	3	3	0	-3	-2	2	-2	-5	8
CN(C)CCCNCC(=O)c1c(-c2ccccc2)n(C)c2ccccc12	-2	1	5	2	5	3	-6	-9	15
Cc1ccc(CNC(=O)NCc2ccccc2)cc1	1	1	0	-2	2	3	-2	19	0
Cc1ccc(C)c(NS(=O)(=O)c2cc(C(=O)NCc3ccccn3)ccc2Cl)c1	1	1	8	-4	2	11	17	1	11
Cc1cc(NC(=O)c2ccc(S(=O)(=O)N3CCOCC3)cc2)no1	-3	2	-3	-4	2	-3	-2	3	0
